SENP1 FRET inh = inhibitors of human SENP1 SUMO protease catalytic domain; Q9P0U3; recombinant SENP1 catalytic domain, CyPet-SUMO1-YPet FRET cleavage; inhibition, % at 10 µM; hit rate 0.21% among 360,000; AID 624204;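 active means inhibition at least 30% at 10 µM, raw YFP signal under a set limit, fluorescence ratio 0.5 to 1.5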;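 further: 0% = enzyme with DMSO and 100% = no enzyme wells; some results filed as inactive read as strong as hits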
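Test system: recombinant human SENP1 catalytic domain, His6-tagged / Medium: pH 8 Tris buffer with EDTA, NaCl, BME, BSA, NP40, catalase / Also added: SUMO1 FRET substrate flanked by Cypet and Ypet, 25 nM / Times: 50 min reaction at room temperature / Signal: FRET, CFP and YFP emission / Control set: no-enzyme low control and enzyme-plus-DMSO high control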
SENP7 block = SENP7 protease inhibition; recombinant SENP7, Z-RLRGG-aminoluciferin luminescence, 40 min; inhibition, % at 5 µM; hit rate 1.5% among 330,000;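 active means inhibition above about 50% at the single test dose, limit read from the data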;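 further: plate controls were DMSO with enzyme for no effect and no enzyme buffer wells for full effect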
Target sequence (Q9BQF6 706-1050 limits assumed): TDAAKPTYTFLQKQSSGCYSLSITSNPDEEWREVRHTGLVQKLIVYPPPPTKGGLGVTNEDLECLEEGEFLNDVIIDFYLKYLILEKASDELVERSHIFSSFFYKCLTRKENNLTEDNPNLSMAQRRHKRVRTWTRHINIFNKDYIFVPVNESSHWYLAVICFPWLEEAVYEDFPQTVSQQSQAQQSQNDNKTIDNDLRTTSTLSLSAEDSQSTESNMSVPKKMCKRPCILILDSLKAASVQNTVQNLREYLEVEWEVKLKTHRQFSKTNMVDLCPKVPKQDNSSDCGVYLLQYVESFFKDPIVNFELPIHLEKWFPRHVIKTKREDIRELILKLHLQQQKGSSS
A3G deaminase = blocks human APOBEC3G single-stranded DNA deamination | Q9HC16 | recombinant A3G, ssDNA deamination FAM/TAMRA fluorescence | inhibition, % at 20 µM | hit rate 0.28% among 330,000 | AID 493012;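 active means inhibition of at least 40% at 20 µM, with no more than 30% in the related APOBEC3A deaminase screen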;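 further: plate controls were DMSO wells with A3G for no effect and wells lacking A3G enzyme for full effect; some compounds called inactive have numbers as strong as hits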
Apaf1 inhib = blocks human Apaf-1 apoptosome activity; inhibition, % at 20 µM; AID 489030; reconstituted apoptosome caspase-3 activity, DEVD-Rh110 fluorescence; O14727; hit rate 0.71% among 330,000; active means inhibition of at least 40% at 20 µM;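 further: plate controls were DMSO wells for no effect and DEVD-CHO caspase inhibitor wells for full effect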
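System: reconstituted apoptosome with Apaf-1, cytochrome c, caspase-9, procaspase-3, dATP; Signal: Rh110 fluorescence intensity; Schedule: 30 min compound preincubation, 50 min activation, room temperature; Reagent: cytochrome c trigger plus (Z-DEVD)2-Rh110 caspase-3 substrate.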
SENP6 inh = blocks the human protease SENP6. hit rate 1.8% among 330,000. inhibition, % at 10 µM. Q9GZR1. AID 2599. Recombinant SENP6 catalytic domain, aminoluciferin luminescence;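 active means inhibition above about 50% at the single tested dose, limit read from the data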;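 further: plate controls were DMSO wells with enzyme for no effect and DMSO wells lacking enzyme for full effect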
Target sequence (Q9GZR1 628-1112 limits assumed): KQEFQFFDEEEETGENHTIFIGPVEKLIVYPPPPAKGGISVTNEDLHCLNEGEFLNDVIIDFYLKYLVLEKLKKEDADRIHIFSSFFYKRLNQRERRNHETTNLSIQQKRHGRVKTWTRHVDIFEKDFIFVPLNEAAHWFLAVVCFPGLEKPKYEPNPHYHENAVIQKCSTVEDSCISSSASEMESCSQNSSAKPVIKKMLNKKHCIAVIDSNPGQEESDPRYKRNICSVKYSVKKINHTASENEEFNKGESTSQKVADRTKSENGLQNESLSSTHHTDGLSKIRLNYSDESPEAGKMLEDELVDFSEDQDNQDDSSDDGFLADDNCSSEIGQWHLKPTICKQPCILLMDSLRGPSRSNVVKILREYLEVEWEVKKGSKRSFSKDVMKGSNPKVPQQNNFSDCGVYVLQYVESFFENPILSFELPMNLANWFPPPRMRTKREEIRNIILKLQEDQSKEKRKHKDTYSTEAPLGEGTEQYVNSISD
SENP8 block-1 = SENP8 protease inhibition | AID 2540 | hit rate 1.2% among 330,000 | Q96LD8 | inhibition, % at 10 µM | purified SENP8, Z-RLRGG-aminoluciferin cleavage, luminescence; in the data active means inhibition above about 50%
SENP8 block-2 = inhibitors of human SENP8 protease. recombinant SENP8, Nedd8 substrate fluorescence. Q96LD8. hit rate 0.64% among 360,000. inhibition, % at 20 µM. AID 602440; in the data active means inhibition mostly above about 40%, no sharp cut-off; inactive means mostly below about 27%
UBC13 inh = human UBC13 polyubiquitination inhibition | P61088 | UBC13 polyubiquitin chain formation, TR-FRET | inhibition, % at 20 µM | hit rate 0.47% among 330,000; in the data active means inhibition above about 45%, passing the limit was not always enough
Target sequence (P61088 whole entry, looked up): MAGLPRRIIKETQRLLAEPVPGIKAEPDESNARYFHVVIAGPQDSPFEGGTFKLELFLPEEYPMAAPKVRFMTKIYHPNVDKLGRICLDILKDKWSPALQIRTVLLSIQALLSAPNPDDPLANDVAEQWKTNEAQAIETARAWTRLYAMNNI
Active calls of the source: *; . = not tested or not shown; & = joins results of further samples.

SMILES | SENP1 FRET inh | SENP7 block | A3G deaminase | Apaf1 inhib | SENP6 inh | SENP8 block-1 | SENP8 block-2 | UBC13 inh
COc1cccc(C(=O)N/N=C/c2ccc(OC3CSC3)cc2)c1 | 1 | 34 | 3 | 7 | -33 | -22 | 24 | -17
O=C(c1ccc2c(=O)n(CCc3ccccc3)c(=O)[nH]c2c1)N1CCN(c2ccccc2)CC1 | -1 | -3 | -7 | 19 | -9 | -3 | 6 | 6
C=CCn1c(=S)[nH]c2cc(C(=O)Nc3ccc(F)cc3)ccc2c1=O | 1 | 5 | -6 | 3 | -13 | -5 | -2 | -1
COc1ccccc1NC(=O)C1C2CCCCC21 (configuration not stated) | 3 | 1 | 0 | 8 | -6 | -1 | 32 | 8
CC1CCN(C(=S)NC2CCCCC2)CC1 | 1 | 5 | 3 | 2 | -10 | -6 | 16 | 2
Nc1ccc(Sc2ccccc2)nc1 | -1 | 0 | -3 | -10 | -3 | -3 | -33 | -2
Clc1ccc(-n2ncc3c(NCc4cccs4)ncnc32)cc1 | 0 | -1 | 0 | 17 | 0 | -8 | 11 | 7
O=c1c2c3c(sc2nc2n1CCC2)CCCCC3 | 3 | 6 | -4 | -10 | 11 | -4 | 20 | 4
NC(=O)C1(N2CCCCC2)CCN(C(=O)Nc2ccccc2C(F)(F)F)CC1 | . | 1 | 0 | -8 | -6 | 2 | . | 0
O=C(CSc1nc(=O)n2ccccc2n1)N1CCN(c2ccccc2)CC1 | 0 | -9 | -8 | 3 | -11 | -4 | -16 | -7

The last 2 entries of the section before lead into the next.
SMILES | SENP1 FRET inh | SENP7 block | A3G deaminase | Apaf1 inhib | SENP6 inh | SENP8 block-1 | SENP8 block-2 | UBC13 inh
NC(=O)C1(N2CCCCC2)CCN(C(=O)Nc2ccccc2C(F)(F)F)CC1 | . | 1 | 0 | -8 | -6 | 2 | . | 0
O=C(CSc1nc(=O)n2ccccc2n1)N1CCN(c2ccccc2)CC1 | 0 | -9 | -8 | 3 | -11 | -4 | -16 | -7
Cc1cc(C)c(S(=O)(=O)N2CCCCC2CCNC(=O)C(=O)NCc2cccnc2)c(C)c1 (configuration not stated) | -1 | -6 | -11 | 12 | -14 | -7 | 10 | -6
Cc1ccc(S(=O)(=O)N2CCN(C(=O)COC(=O)Cc3cccc(C(F)(F)F)c3)CC2)c(C)c1 | 4 | -6 | -8 | 18 | 2 | 1 | 6 | -6
O=C(COc1cccc(F)c1)NNC(=O)c1cccc(-n2cccc2)c1 | -2 | 10 | 17 | 11 | -8 | -7 | 11 | -6
CCN(C(=O)c1cnc(OC)cc1C(F)(F)F)c1ccc(Cl)cc1 | 3 | -8 | 1 | 4 | -6 | -8 | 18 | -15
O=C(O)CCCNC(=O)/C(=C\c1ccccc1F)NC(=O)c1ccccc1 | 2 | -1 | -8 | -3 | 1 | -5 | 10 | 0
O=C(Nc1ccc(Br)cc1Cl)N1CCOCC1 | 0 | -11 | -4 | -15 | -10 | -4 | 26 | 1
Cc1ccc2nc3c(cc(C(=O)NCCc4ccccc4)c(=N)n3CCCN3CCOCC3)c(=O)n2c1 | -22 | -1 | -2 | 0 | -20 | 5 | -282 | 13
CCC(C(=O)NC1CCCC1)N(C(=O)c1snc(C(N)=O)c1N)c1ccc(OC)cc1 (configuration not stated) | -2 | -3 | -4 | 6 | -10 | 2 | -140 | 52*
Cc1cccc(-n2c(O)c(C=Nc3c(C)n(C)n(-c4ccccc4)c3=O)c3ccccc3c2=O)n1 | -30&-20 | -7 | -4 | 8 | -1 | -4 | -105&-104 | -11
O=C(O)c1cnn(-c2ccccc2)c1C(F)(F)F | -2 | -2 | -6 | -1 | 4 | -3 | 11 | 4
CC(=O)c1ccc(NC(=S)NC(=O)CC(C)C)cc1 | 0 | 0 | 1 | -8 | -4 | -9 | 23 | 0
Cc1ccc(C(=O)NC2CCN(S(=O)(=O)c3ccccc3)CC2)cc1 | 4 | 4 | -13 | -26 | 11 | -1 | 19 | 9
O=C(COc1cc2oc(=O)c3c(c2cc1Cl)CCC3)NCC1CCC(C(=O)O)CC1 (configuration not stated) | -3 | -3 | -1 | 4 | 9 | -8 | -140 | -10
Cc1ccc(Cl)cc1N1CCN(C(=O)C2CCC(=O)N2C(C)C)CC1 (configuration not stated) | 2 | -7 | -13 | -1 | -15 | -10 | 7 | -5
S=C(Nc1ccccc1Cl)N(Cc1ccccc1)Cc1cccnc1 | 3 | 5 | -4 | 12 | -3 | -9 | 30 | -9
CSc1nccn1CC(=O)Nc1ccc(F)cc1 | 2 | -1 | -1 | -5 | 13 | -3 | 4 | 4
Cc1noc(C)c1CSc1nnc2cc(C)c3ccccc3n12 | . | 4 | 0 | 1 | -3 | -2 | . | 3
Cc1ccc(CSc2nnc(SCC(=O)N/N=C/C=C/c3ccccc3[N+](=O)[O-])s2)cc1 | 2 | 12 | -3 | 21 | -3 | -3 | 16 | -16
CN(C(=O)COC(=O)C1c2ccccc2Oc2ccccc21)C1CCS(=O)(=O)C1 (configuration not stated) | -3 | -9 | -5 | -4 | -8 | -5 | 13 | 2
Cc1nnc(N/N=C/c2cc(C)n(-c3ccc(F)cc3)c2C)n1N | -2 | 4 | -6 | 7 | 12 | 6 | 32 | -11
O=C(CC1S/C(=N/N=C/c2c[nH]c3ccccc23)NC1=O)Nc1ccccc1 (configuration not stated) | -1 | -6 | -7 | -1 | -16 | -13 | -36 | 11
CC1(C)CC(=O)C2=C(C1)N(Cc1ccco1)C(=O)C2(O)C(F)(F)F (configuration not stated) | 0 | -3 | -1 | -5 | -4 | 1 | 6 | 1
O=C(CCCN1C(=O)NC2(CCCC2)C1=O)Nc1ccc(Cl)c(S(=O)(=O)N2CCOCC2)c1 | 1 | 2 | -8 | -6 | 3 | 8 | 0 | 2
Cc1csc(SCC(=O)Nc2cc(S(=O)(=O)N3CCOCC3)ccc2N2CCOCC2)n1 | 1 | 5 | -4 | -18 | -13 | -1 | 5 | 19
CCOc1cc2c(cc1OCC)C(c1ccc(F)cc1)NCC2 (configuration not stated) | 1 | 3 | 16 | 7 | -7 | -3 | 25 | 10
O=C1Nc2ncccc2OC1CCO (configuration not stated) | 0 | 8 | 1 | -4 | 7 | 0 | 13 | -3
COc1ccc(NC(=O)CSc2nnc(NC(=O)c3ccco3)s2)cc1 | 1 | -1 | -5 | -11 | 11 | -1 | -19 | 2
CCOc1ccccc1NC(=O)CSc1nc2ccccc2nc1N1CCCC1 | -50 | 0 | -3 | 9 | 0 | 10 | -226 | 10
COc1cc(C(=O)NCc2ccccn2)ccc1OCc1c(C)noc1C | 0 | -9 | -7 | 5 | -6 | -10 | 33 | 0
COc1cc2c(cc1CNC[C@H]1O[C@@H](n3cnc4c(N)ncnc43)[C@H](O)[C@@H]1O)OCO2 | 2 | 6 | -2 | -6 | -2 | 5 | 11 | -4
COc1cc(C(C(=O)NC(C)(C)C)N(Cc2ccccc2)C(=O)c2cnccn2)cc(OC)c1OC (configuration not stated) | 1 | 5 | -6 | -15 | -7 | -5 | 12 | -2
O=C(COC(=O)c1ccc(S(=O)(=O)NCc2ccco2)cc1)NCCC1=CCCCC1 | -1 | -1 | -2 | 6 | -4 | 0 | 4 | 0
CCc1ccc(NC(=S)NC2CCN(Cc3ccccc3)CC2)cc1 | -1 | 3 | 2 | 13 | 12 | -8 | 16 | 20
COc1ccccc1NC(=S)N(CCCN1CCOCC1)Cc1ccccn1 | 3 | -4 | -1 | -9 | -3 | 2 | 4 | 6
Cc1ccccc1NC(=O)CN1C(=O)N/C(=C\c2ccc(N3CCOCC3)c(F)c2)C1=O | -57 | 3 | -16 | -21 | -18 | -3 | -436 | 3
CSCCC(N=C1NS(=O)(=O)c2ccccc21)C(=O)NCCc1ccccc1 (configuration not stated) | 1 | -2 | -4 | -6 | 8 | 4 | 0 | -4
COC(=O)N1C(=O)[C@](c2ccc(OC)cc2)(C(C)C)N1C(=O)OC | -1 | -2 | -1 | 8 | 4 | 2 | 15 | -4
NNC(=O)CSc1c(-c2ccccc2)c2cc(Cl)ccc2[nH]c1=O | 1 | -8 | -4 | 16 | -30 | -2 | -13 | -11
COCCn1c(SCC#N)nnc1-c1ccccc1O | 0 | 3 | -4 | -20 | -3 | 5 | 18 | 17
CCN(CC)C(=O)c1nc[nH]c1C(=O)N(C)Cc1ccccc1 | -4 | -1 | -12 | -3 | -22 | 4 | 9 | 12
Cc1ccc(S(=O)(=O)N2CCCCC2)cc1NC(=O)Cn1ccc(C(F)(F)F)n1 | 3 | -1 | -2 | -6 | -13 | 1 | 4 | 1
NC(=NCCc1c[nH]c2ccccc12)NC(=O)c1ccc(Cl)cc1 | 1 | -3 | 1 | 17 | 15 | 2 | 12 | 21
CCCc1oc(C(=O)O)cc1CN1CCOCC1 | 2 | -7 | 1 | -14 | 8 | -4 | 11 | 2
Cc1cc(-c2ccccc2)nc(N/N=C/c2ccc(O)cc2)n1 | 1 | 3 | -3 | 0 | -1 | 0 | -8 | -5
CCCS(=O)(=O)N1CCN=C1SCc1cccc(F)c1 | 3 | -1 | -10 | -8 | 12 | -8 | 12 | 5
CCOC(=O)Cn1c(=O)cc(C)c2ccccc21 | 5 | -4 | -10 | 6 | -22 | -17 | -1 | -4
CN1CCN(CC(=O)N2CCn3c4c(c5cc(C6CCCCC6)ccc53)CCCC42)CC1 (configuration not stated) | -8 | -4 | -4 | 58* | -10 | -13 | -85 | 90*
c1ccc2c(-c3nnc4n3CCCCC4)c[nH]c2c1 | 0 | 9 | 1 | -17 | 4 | 4 | 10 | 2
Cc1cc(Br)ccc1OCCCCN1CCCCC1 | -1 | 5 | -7 | 1 | -5 | 1 | 26 | 13
O=C(COC(=O)CCS(=O)(=O)c1ccc(Cl)cc1)Nc1ncc(Cl)cc1Cl | 1 | -2 | 5 | 7 | -6 | -5 | -136 | -5
Next section
SMILES | SENP1 FRET inh | SENP7 block | A3G deaminase | Apaf1 inhib | SENP6 inh | SENP8 block-1 | SENP8 block-2 | UBC13 inh
Cc1ccc(CNS(=O)(=O)c2c(C(=O)N3CCCCC3)c(C)n(C)c2C)cc1 | -1 | 10 | -3 | -5 | -7 | -8 | -2 | -5
COCCCn1c(SCc2cccc(OC)c2)nc2cc(OC)c(OC)cc2c1=N | 1 | 9 | 0 | 16 | -4 | 0 | -36 | 26
COc1ccc(OCc2n[nH]c(=S)n2Cc2ccco2)cc1 | -2 | -11 | 43* | -10 | 15 | -15 | 10 | -12
COc1ccccc1N1CCN(Cc2cc(Br)c(O)c3ncccc23)CC1 | -4 | 2 | -3 | -3 | -2 | -1 | 14 | -42
CCOc1ccc(NC(=O)NC(C)c2ccc3c(c2)OCO3)cc1 (configuration not stated) | 1 | -1 | -3 | 8 | 2 | 9 | -3 | 0
Cc1[nH]c2ccccc2c1CN1CCc2ccccc2C1 | -26 | -3 | -3 | -6 | -13 | -4 | -20 | -2
CCSc1nnc(NC(=O)C2C3CCC(C3)C2C(=O)O)s1 (configuration not stated) | 0 | -1 | -7 | 9 | 4 | -10 | 2 | 0
Cc1cccc(NC(=S)NCC(c2cccnc2)N(C)C)c1C (configuration not stated) | 2 | -1 | -2 | 0 | -16 | -11 | 20 | -11

Four records drawn at random from the list so far:
SMILES | SENP1 FRET inh | SENP7 block | A3G deaminase | Apaf1 inhib | SENP6 inh | SENP8 block-1 | SENP8 block-2 | UBC13 inh
Cc1ccc(Cl)cc1N1CCN(C(=O)C2CCC(=O)N2C(C)C)CC1 (configuration not stated) | 2 | -7 | -13 | -1 | -15 | -10 | 7 | -5
O=C(COc1cccc(F)c1)NNC(=O)c1cccc(-n2cccc2)c1 | -2 | 10 | 17 | 11 | -8 | -7 | 11 | -6
O=C1Nc2ncccc2OC1CCO (configuration not stated) | 0 | 8 | 1 | -4 | 7 | 0 | 13 | -3
COC(=O)N1C(=O)[C@](c2ccc(OC)cc2)(C(C)C)N1C(=O)OC | -1 | -2 | -1 | 8 | 4 | 2 | 15 | -4
